# Screening results: PubChem, NMMLSC
# VLA-4 inh: inhibition in a human VLA-4 binding assay. P13612. VLA-4 expressing cells, ligand binding flow cytometry. inhibition, % (about 7 µM as worked out from the volumes in the protocol). actives 0.2% (n = 330,000). AID 2557; in the data active = inhibition above about 50%
# Target sequence (P13612 whole entry, looked up): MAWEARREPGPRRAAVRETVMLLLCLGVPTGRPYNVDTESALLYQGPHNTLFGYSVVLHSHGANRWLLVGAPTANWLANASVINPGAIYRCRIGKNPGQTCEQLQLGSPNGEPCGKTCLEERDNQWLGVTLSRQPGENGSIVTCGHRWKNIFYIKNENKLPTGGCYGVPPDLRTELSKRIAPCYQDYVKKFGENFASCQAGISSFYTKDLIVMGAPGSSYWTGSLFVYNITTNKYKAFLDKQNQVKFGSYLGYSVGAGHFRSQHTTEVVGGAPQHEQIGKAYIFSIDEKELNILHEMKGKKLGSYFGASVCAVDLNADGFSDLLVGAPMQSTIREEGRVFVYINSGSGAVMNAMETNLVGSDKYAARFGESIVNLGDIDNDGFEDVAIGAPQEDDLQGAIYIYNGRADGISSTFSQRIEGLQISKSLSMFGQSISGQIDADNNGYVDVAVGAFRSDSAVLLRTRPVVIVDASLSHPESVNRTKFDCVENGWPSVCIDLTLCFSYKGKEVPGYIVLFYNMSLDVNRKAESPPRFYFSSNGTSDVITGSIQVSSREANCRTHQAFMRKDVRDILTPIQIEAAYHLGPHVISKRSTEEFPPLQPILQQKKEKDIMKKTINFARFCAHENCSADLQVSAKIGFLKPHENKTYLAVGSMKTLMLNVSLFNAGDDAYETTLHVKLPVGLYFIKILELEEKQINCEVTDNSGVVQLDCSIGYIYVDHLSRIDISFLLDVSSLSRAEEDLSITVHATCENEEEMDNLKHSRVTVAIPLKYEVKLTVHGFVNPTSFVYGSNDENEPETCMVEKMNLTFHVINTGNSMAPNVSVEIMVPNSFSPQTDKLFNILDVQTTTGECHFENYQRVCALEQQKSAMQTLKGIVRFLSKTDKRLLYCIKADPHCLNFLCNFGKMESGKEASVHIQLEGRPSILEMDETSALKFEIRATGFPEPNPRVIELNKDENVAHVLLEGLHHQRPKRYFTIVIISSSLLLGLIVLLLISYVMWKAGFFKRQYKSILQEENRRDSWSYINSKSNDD
# CIT2 TOR yeast: yeast TOR pathway CIT2-GFP modulation | S. cerevisiae CIT2-GFP strain, flow cytometry, 3 h; 100 means same as DMSO wells | GFP response vs DMSO, % at 10 µM | actives 0.065% (n = 320,000);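 active = GFP response relative to DMSO above a set limit, near the screen mean plus 3 SD, cut at about 150% in these data; inconclusive = Fewer than 70 cells measured for a yeast strain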;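 note: ratio of well median GFP fluorescence to mean of DMSO wells on the plate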
# MEP2 TOR yeast: alters MEP2-GFP fluorescence in TOR pathway yeast screen. S. cerevisiae MEP2-GFP strain, flow cytometry GFP, 3 h; 100% = DMSO control level. GFP response vs DMSO, % at 10 µM. actives 0.51% (n = 330,000). AID 2016;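 active = GFP response versus DMSO above a set limit, roughly screen mean plus 3 SD, cut at about 180% in these data; inconclusive = fewer than 70 cells counted for a yeast strain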;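 note: median GFP fluorescence of the barcode-gated MEP2-GFP cells per well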
# GRK2 aptamer HTS: blocks RNA aptamer binding to human GRK2. inhibition of aptamer binding, % at 10 µM. bead flow cytometry, FAM-aptamer displacement from GRK2. actives 0.59% (n = 330,000). P25098. AID 488847;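 active = inhibition of aptamer binding above 40%, roughly 3 SD of noise, on plates passing a quality check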;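 note: median bead fluorescence of bound FAM aptamer so fluorescent compounds give negative values; no value below 0 was filed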
# AGP1 TOR yeast: modulators of TOR pathway AGP1-GFP in S. cerevisiae | actives 0.02% (n = 320,000) | S. cerevisiae AGP1-GFP multiplex flow cytometry, 3 h; GFP as percent of DMSO wells | AID 2066 | GFP response vs DMSO, % at 10 µM;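 active = GFP response relative to DMSO above a set limit, near screen average plus 3 SD, cut at about 150% in these data; inconclusive = fewer than 70 cells counted for the yeast strain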;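 note: median GFP channel fluorescence of the gated AGP1 strain per well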
# Yeast superoxide: caloric restriction mimetics inhibiting age-related superoxide in yeast; S. cerevisiae aged cells, superoxide DHE fluorescence; stronger effect = lower value; AID 2690; superoxide response (% of plate mean), % at 10 µM; actives 0.18% (n = 330,000);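 active = superoxide response under a set limit, about three screen SD below normal, cut at about 65% in these data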;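 note: yeast aged for seven days with compound at 30 °C before DHE staining; 100% = average MFI of all compound-treated wells on the plate with controls excluded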
# LAP4 TOR yeast: modulators of TOR pathway LAP4-GFP in S. cerevisiae; S. cerevisiae LAP4-GFP multiplex, flow cytometry GFP, 3 h; median GFP as percent of DMSO wells; GFP response vs DMSO, % at 10 µM; actives 0.34% (n = 320,000); AID 2023;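 active = GFP response vs DMSO above a set limit, about the screen mean plus 3 SD, cut at about 150% in these data; inconclusive = under 70 cell events counted for the yeast strain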
# RPL19A TOR yeast: alters RPL19A-GFP fluorescence in TOR pathway yeast screen; percent response vs DMSO, % at 10 µM; actives 0.3% (n = 330,000); S. cerevisiae RPL19A-GFP strain, flow cytometry, 3 h; stronger effect = lower value;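 active = percent response vs DMSO below 50%; inconclusive = fewer than 70 events counted for the yeast strain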;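 note: median channel GFP fluorescence of the barcoded RPL19A-GFP strain; ratio of sample median GFP to plate DMSO average so 100% = DMSO; lower means less RPL19A-GFP as with rapamycin TOR inhibition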
# An asterisk follows results filed as active; ? = inconclusive; · = not tested or not shown.
Molecule	CIT2 TOR yeast	AGP1 TOR yeast	Yeast superoxide	LAP4 TOR yeast	MEP2 TOR yeast	GRK2 aptamer HTS	VLA-4 inh	RPL19A TOR yeast
COc1ccc(Br)c2oc(SC)cc(=O)c12	88.8	95.5	94.3	108.3	93.7	1.0	18.0	102.4
Cc1cccnc1Sc1c([N+](=O)[O-])ncn1C	91.6	100.7	102.0	100.0	95.6	0.0	13.5	91.3
CCCCn1c(N)c(N(CC)C(=O)c2cc(C)cc(C)c2)c(=O)[nH]c1=O	101.3	96.4	119.3	94.2	104.0	1.0	-8.4	99.6
Cc1ccnc2c(N3C(=O)C4C5c6ccccc6C(c6ccccc65)C4C3=O)cccc12 (stereo not drawn)	100.9	104.9	99.3	106.1	98.8	0.0	-6.4	102.9
CCN1C(=O)C2(SC(NC(C)=O)=NN2C(C)=O)c2cc(C)ccc21 (stereo not drawn)	?	?	98.2	?	?	0.0	5.9	?
CN(c1ccc(C(=O)Nc2ccc(S(=O)(=O)N3CCCC3)cc2)cc1)S(C)(=O)=O	89.2	108.9	102.5	109.5	99.3	0.0	-7.6	100.6
CCN(CC)CCN1c2ccccc2Sc2ccc3ccccc3c21	94.3	103.7	100.5	102.1	105.7	0.0	-4.1	104.2
Cc1ccc(C)c(N(C(=O)Cn2nnc3ccccc32)C(C(=O)NCc2ccco2)c2ccncc2)c1 (stereo not drawn)	97.5	98.3	99.3	98.3	99.6	3.0	13.3	100.3
COC(=O)c1sccc1NC(=O)c1cc(C)on1	112.1	103.8	104.2	97.7	108.7	1.0	-20.6	107.4
CC(=O)N1CC[n+]2c(-c3ccc([N+](=O)[O-])cc3)csc21	107.1	109.0	88.5	107.1	97.9	92.0*	-17.2	97.5
O=C(CSc1nc2c(cnn2-c2ccccc2)c(=O)[nH]1)N1CCCCC1	101.1	101.0	96.4	106.7	95.4	1.0	-5.3	95.2
CCc1cc(=O)oc2cc(C)cc(OCC(=O)NCCc3c[nH]c4ccccc34)c12	91.6	98.2	116.3	98.7	98.1	0.0	-16.9	95.1
CC(C)CC(=O)Nc1c2c(nn1-c1ccc(F)cc1)CS(=O)(=O)C2	116.3	101.8	109.7	89.9	104.2	2.0	12.1	106.0
O=C(NCCN1CCc2ccccc2C1)Nc1ccc(F)cc1	101.1	103.7	99.0	99.4	105.7	0.0	4.3	98.0
O=C1CC(N2CCOCC2)C(=O)N1c1ccc2c(c1)OCO2 (stereo not drawn)	101.2	99.0	106.7	102.0	104.8	0.0	22.4	93.3
COc1ccc(CCNc2nnc(Sc3nnnn3-c3ccccc3)s2)cc1OC	101.9	101.2	93.6	87.3	93.8	0.0	0.3	98.6
CCCSc1ccc([C@@H]2[C@@H]3C(=O)N(C)C(=O)[C@@H]3[C@]3(C(=O)OC)CCCN23)cc1OC	109.4	92.4	93.1	122.3	105.4	1.0	-9.7	101.6
COc1ccccc1NC(=O)c1ccccc1-c1ccccc1C(=O)O	104.9	99.0	111.8	93.2	117.1	1.0	9.1	104.4
O=C1CCC(c2ccc(-n3ccnc3)cc2)=NN1	89.7	92.0	101.3	103.5	97.3	0.0	-5.7	102.6
CN(C)CCCN(C(=O)c1ccc(Br)s1)c1nc2cc3c(cc2s1)OCO3	91.0	106.2	82.6	117.2	96.9	0.0	4.8	96.2
CN1CCN(CC(=O)Nc2c(C(=O)c3ccccc3)oc3ccccc23)CC1	108.0	101.2	91.2	98.8	105.9	0.0	14.8	103.2
COc1c(F)c(F)c(C(=O)Nc2ccc(N3CCN(C(C)=O)CC3)c(Cl)c2)c(F)c1F	103.2	·	100.0	105.3	103.8	0.0	-1.1	107.2
COc1cc2c(cc1NC(=O)CSc1nnnn1-c1ccccc1)oc1ccccc12	119.4	·	96.7	119.7	137.2	0.0	3.2	104.0
CC(C)N(C(=O)CSc1ccc(S(=O)(=O)N2CCCCC2)cn1)C(C)C	97.1	95.5	97.0	95.4	97.2	3.0	-7.5	98.3
CCCCN(CC)C(=O)C1CCC(=O)N(c2ccc(OC)cc2)C1c1ccc(OC)c(OC)c1 (stereo not drawn)	105.5	107.5	100.5	105.3	105.1	0.0	11.4	102.3
Cc1ccc(NC(=O)CSc2nc(O)c(Cc3ccccc3)c(=O)n2-c2ccccc2)cc1	103.3	93.6	92.2	92.7	97.2	3.0	-2.5	101.0
O=C(O)/C=C/c1ccc(S(=O)(=O)Nc2ccc(C(=O)NCC(=O)O)cc2)cc1	90.4	95.7	77.4	95.9	91.3	3.0	-0.1	89.7
S=C1NCN(Cc2ccco2)CN1	89.2	92.1	89.4	98.9	93.9	1.0	-2.4	94.2
Cc1ccccc1CNC(=O)c1ccccc1C(=O)O	100.5	101.0	96.2	105.6	99.0	2.0	-0.5	98.4
C=CCNC(=O)c1ccc(C)cc1Cl	108.6	110.9	90.2	102.2	101.7	3.0	20.7	109.5
Cc1ccc(SCCC(=O)NCc2ccncc2)cc1	106.6	99.1	95.0	103.4	101.0	1.0	26.9	100.6
CCn1c(O)c(N=NC(=O)CNc2ccc(C)cc2)c2ccccc21	96.8	101.9	103.8	96.9	95.3	0.0	-6.0	103.3
Cc1ccc(C)c(S(=O)(=O)NC2CCS(=O)(=O)C2)c1 (stereo not drawn)	106.0	111.9	101.1	100.7	103.9	0.0	6.5	100.7
COc1ccc2[nH]c(=O)c(CN(C(=O)c3cccnc3)c3ccccc3)cc2c1	100.9	108.1	111.5	98.3	106.6	15.0	12.5	100.3
COCCNC(=O)c1cc(S(=O)(=O)N2CCOCC2)ccc1SCc1cccc(OC)c1OC	96.7	106.5	98.1	99.1	94.9	5.0	-1.1	100.6
C=CCOC(=O)COc1ccc2c(C)c(C)c(=O)oc2c1	·	107.3	95.0	99.9	105.3	3.0	5.2	108.0
CN(C)c1cccc(C(=O)NCCCn2ccc3ccccc32)c1	94.7	99.2	90.9	98.2	104.3	0.0	3.4	105.8
CN(C(=O)c1cc(S(=O)(=O)N2CCc3ccccc32)cn1C)C1CCCCC1	99.5	106.6	99.8	97.6	103.3	2.0	7.3	104.5
O=C(O)CCc1ccc(S(=O)(=O)Nc2ccc(OCc3ccccc3)cc2)cc1	92.0	96.4	103.8	98.8	106.9	16.0	-2.2	99.8
COc1ccc2nc(C)cc(SCC(NC(C)=O)C(=O)OC(C)C)c2c1 (stereo not drawn)	98.7	104.2	86.2	105.4	93.3	0.0	11.9	100.5

# Entries of single compounds as entered above. Values in the order: CIT2 TOR yeast, AGP1 TOR yeast, Yeast superoxide, LAP4 TOR yeast, MEP2 TOR yeast, GRK2 aptamer HTS, VLA-4 inh, RPL19A TOR yeast
# COc1ccc2[nH]c(=O)c(CN(C(=O)c3cccnc3)c3ccccc3)cc2c1 is entered as 100.9, 108.1, 111.5, 98.3, 106.6, 15.0, 12.5, 100.3
# COc1ccc2nc(C)cc(SCC(NC(C)=O)C(=O)OC(C)C)c2c1 (stereo not drawn) is entered as 98.7, 104.2, 86.2, 105.4, 93.3, 0.0, 11.9, 100.5

# Next part.
Molecule	CIT2 TOR yeast	AGP1 TOR yeast	Yeast superoxide	LAP4 TOR yeast	MEP2 TOR yeast	GRK2 aptamer HTS	VLA-4 inh	RPL19A TOR yeast
CC(/C=N/NC(=O)c1cccc([N+](=O)[O-])c1)=C\c1ccccc1	111.2	103.8	92.0	103.2	102.3	0.0	12.7	·
Nc1cc2nc3ccccc3oc-2cc1=O	100.7	90.5	89.1	110.8	105.9	1.0	-380.8	98.7
O=C(CN1CCN(Cc2ccccc2Cl)CC1)N/N=C/c1cccs1	95.0	104.2	93.1	106.8	101.7	4.0	24.4	96.0
CCN(c1ccccc1)S(=O)(=O)c1ccc(Cl)c(NC(=O)CN(C)C2CCN(C)CC2)c1	105.1	104.8	101.7	101.1	97.6	3.0	2.1	96.9
Cc1cc(C)c(C#N)c(Oc2ccccc2)n1	96.6	91.0	100.3	98.0	99.6	0.0	-2.6	93.8
Cc1ccc(C(=O)Nc2nnc(-c3ccco3)o2)cc1	96.0	92.1	111.3	91.5	99.6	0.0	10.4	97.5
COc1cccc(OCc2nc3c4cnn(-c5ccccc5)c4ncn3n2)c1	93.2	91.4	109.7	95.7	96.5	0.0	-5.1	92.9
Cc1oc(-c2ccccc2)cc1C(=O)NC(Cc1c[nH]c2ccccc12)C(=O)O (stereo not drawn)	92.1	97.2	98.4	122.0	97.4	3.0	1.7	98.5
Cc1nc2ccc(NC(=O)[C@@H](NC(=O)c3c(F)cccc3F)C(C)C)cc2s1	104.5	104.5	87.8	103.3	104.5	0.0	-107.8	98.2
Cc1c(NC(=O)COC(=O)c2ccc(Br)o2)c(=O)n(-c2ccccc2)n1C	99.5	88.2	99.6	94.3	100.1	0.0	6.1	99.3
CCOC(=O)CSc1nnc(-c2ccc(S(=O)(=O)NCc3cccs3)cc2)o1	92.5	91.1	88.6	90.6	96.5	2.0	-0.9	87.3
CS(=O)(=O)c1ccc2nc(NC(=O)c3cccc([N+](=O)[O-])c3)sc2c1	103.7	101.2	126.5	99.3	115.0	1.0	8.7	102.4
Cc1ccc(S(=O)(=O)N2CCCC(C(=O)NCCc3ccc(S(N)(=O)=O)cc3)C2)cc1 (stereo not drawn)	98.9	26.9	112.1	86.2	99.9	0.0	-7.9	93.3
C=C(C)Cn1c(-c2ccncc2)n[nH]c1=S	84.1	87.8	94.1	93.7	88.2	1.0	1.9	97.8
CCn1c(=S)sc2c(=O)n(CC(=O)Nc3ccc(C(C)=O)cc3)c(C)nc21	109.6	105.3	116.1	99.9	109.2	1.0	16.9	105.2
Cn1c(N)c(C(=O)Nc2ccc3ccccc3c2)sc1=S	·	101.4	88.9	94.6	98.5	0.0	-12.2	103.5
O=C(Cc1cccc2ccccc12)Nc1ccccc1Br	98.9	100.3	99.2	90.3	107.1	1.0	8.6	101.9
CCOc1cccc2cc(-c3csc(NC(=O)CCC(=O)NCCN4CCCCC4C)n3)c(=O)oc12 (stereo not drawn)	94.3	101.3	90.7	105.4	102.1	4.0	-3.1	102.2
O=c1[nH]c2cc3ccccc3cc2nc1C(F)(F)F	111.0	92.7	99.9	93.4	107.9	4.0	7.2	106.7
O=[N+]([O-])c1cccc(N=NN(CCO)c2cccc([N+](=O)[O-])c2)c1	86.1	89.5	98.7	91.7	98.4	0.0	14.2	91.9
O=C(Nc1nnc(C2=COCCO2)o1)c1cccc(C(F)(F)F)c1	100.1	97.8	140.9	97.6	102.9	0.0	-8.0	102.0
COCCNC(=O)C1CC2Cn3c(nc4cc5ccccc5cc43)C2N1C (stereo not drawn)	102.5	111.1	102.7	96.0	103.0	2.0	18.8	105.2
O=C(NCCNc1ccc([N+](=O)[O-])cc1C(F)(F)F)c1cccc(F)c1	108.4	104.5	94.0	104.5	110.9	1.0	7.2	105.0
N/C(=N\c1nc(CSc2nnnn2-c2ccccc2)cc(=O)[nH]1)Nc1ccccc1	85.6	91.8	104.2	96.1	89.2	3.0	-8.0	99.0
OC(CN1CC=C(/C=C/c2ccc(Br)cc2)CC1)c1ccccc1 (stereo not drawn)	107.7	103.4	103.2	93.8	108.5	4.0	3.0	101.9
COC(=O)C1=C2SC(C)C(=O)N2C(N)=C(C#N)C1c1cc(OC)c(OC)c(OC)c1 (stereo not drawn)	99.2	99.9	100.8	99.1	99.6	0.0	-0.9	99.1
O=C(CS(=O)(=O)Cc1ccccc1)NCC1CCCO1 (stereo not drawn)	102.2	104.9	89.1	99.2	100.8	5.0	-0.7	99.8
